BioA inh: M. tuberculosis BioA enzyme inhibitors, primary screen, biochemical, plate reader, single point, HTS | purified M. tuberculosis BioA enzyme | inhibition, % at 9.99 µM | 0.096% of 360,000 active | AID 602481, 2012; in the data active means inhibition above about 40%
PfHsp40 yeast: rescue of yeast from PfHsp40 toxicity, primary screen, S. cerevisiae, ATP luminescence. S. cerevisiae expressing PfHsp40, growth rescue. growth rescue, % at 12.5 µM. 0.68% of 340,000 active; in the data active means growth rescue above about 28%, passing the limit was not always enough;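 further: yeast W303a lacking pdr1 and pdr3 grown in galactose medium; growth measured after three days at 30 °C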
Vc quorum ag: inducers of Vibrio cholerae quorum light production without autoinducers, primary screen, BH1578 luxS cqsA deficient, single point | V. cholerae BH1578 lux reporter, luminescence, 6 h | activation, % at 18.7 µM | 0.16% of 350,000 active | AID 588436, 2011; in the data active means activation mostly above about 9.7%, no sharp cut-off; further: not every result past the cut was called active; inactives centre near 0; reference of the scale not given here
Mtb UGM inh: M. tuberculosis UGM enzyme inhibitors, primary screen, biochemical, fluorescence polarization, single point | UDP-galactopyranose mutase (Mycobacterium tuberculosis (strain ATCC 25618 / H37Rv)), … | purified UGM, fluorescence polarization probe displacement | inhibition, % at 10 µM | 0.06% of 320,000 active; in the data active means inhibition above about 10%, passing the limit was not always enough
GDH-TPI inh: GDH-TPI coupling enzyme inhibitors, primary screen, artefact control for M. tuberculosis FBA inhibitor project, biochemical, absorbance, full deck. AID 588335, 2011. inhibition, % at 4.8 µM. 1.2% of 360,000 active. GDH-TPI coupled enzyme counterscreen, NADH absorbance; in the data active means inhibition above about 30%;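 further: 0% = DMSO wells and 100% = wells lacking the enzyme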
FadD28 binding: inhibitors of FadD28 bisubstrate probe binding, primary screen, biochemical, fluorescence polarization, single point; Mycobacterium tuberculosis FadD28 fatty-acid-AMP ligase; inhibition, % at 12.5 µM; 0.22% of 360,000 active; AID 588549, 2011; in the data active means inhibition above about 8.5%, passing the limit was not always enough
Y pestis TopoI: Yersinia pestis topoisomerase I inhibitors, primary screen, biochemical, cleavage product accumulation, plate reader, single point. DNA topoisomerase I (Yersinia pestis CO92). Y. pestis Topo-I cleavage product accumulation. activity, % at 10 µM. 0.064% of 360,000 active. AID 504884, 2011; in the data active means activity above about 50%, passing the limit was not always enough; further: inactives centre near 2
TcdB inh: TcdB glycohydrolase inhibitors, primary screen, biochemical, single point, plate reader; TcdB glycohydrolase enzymatic assay; inhibition, % at 9.99 µM; Toxin B (Clostridioides difficile), P18177; 0.24% of 350,000 active; in the data active means inhibition above about 10%
Target sequence (P18177 whole entry, looked up): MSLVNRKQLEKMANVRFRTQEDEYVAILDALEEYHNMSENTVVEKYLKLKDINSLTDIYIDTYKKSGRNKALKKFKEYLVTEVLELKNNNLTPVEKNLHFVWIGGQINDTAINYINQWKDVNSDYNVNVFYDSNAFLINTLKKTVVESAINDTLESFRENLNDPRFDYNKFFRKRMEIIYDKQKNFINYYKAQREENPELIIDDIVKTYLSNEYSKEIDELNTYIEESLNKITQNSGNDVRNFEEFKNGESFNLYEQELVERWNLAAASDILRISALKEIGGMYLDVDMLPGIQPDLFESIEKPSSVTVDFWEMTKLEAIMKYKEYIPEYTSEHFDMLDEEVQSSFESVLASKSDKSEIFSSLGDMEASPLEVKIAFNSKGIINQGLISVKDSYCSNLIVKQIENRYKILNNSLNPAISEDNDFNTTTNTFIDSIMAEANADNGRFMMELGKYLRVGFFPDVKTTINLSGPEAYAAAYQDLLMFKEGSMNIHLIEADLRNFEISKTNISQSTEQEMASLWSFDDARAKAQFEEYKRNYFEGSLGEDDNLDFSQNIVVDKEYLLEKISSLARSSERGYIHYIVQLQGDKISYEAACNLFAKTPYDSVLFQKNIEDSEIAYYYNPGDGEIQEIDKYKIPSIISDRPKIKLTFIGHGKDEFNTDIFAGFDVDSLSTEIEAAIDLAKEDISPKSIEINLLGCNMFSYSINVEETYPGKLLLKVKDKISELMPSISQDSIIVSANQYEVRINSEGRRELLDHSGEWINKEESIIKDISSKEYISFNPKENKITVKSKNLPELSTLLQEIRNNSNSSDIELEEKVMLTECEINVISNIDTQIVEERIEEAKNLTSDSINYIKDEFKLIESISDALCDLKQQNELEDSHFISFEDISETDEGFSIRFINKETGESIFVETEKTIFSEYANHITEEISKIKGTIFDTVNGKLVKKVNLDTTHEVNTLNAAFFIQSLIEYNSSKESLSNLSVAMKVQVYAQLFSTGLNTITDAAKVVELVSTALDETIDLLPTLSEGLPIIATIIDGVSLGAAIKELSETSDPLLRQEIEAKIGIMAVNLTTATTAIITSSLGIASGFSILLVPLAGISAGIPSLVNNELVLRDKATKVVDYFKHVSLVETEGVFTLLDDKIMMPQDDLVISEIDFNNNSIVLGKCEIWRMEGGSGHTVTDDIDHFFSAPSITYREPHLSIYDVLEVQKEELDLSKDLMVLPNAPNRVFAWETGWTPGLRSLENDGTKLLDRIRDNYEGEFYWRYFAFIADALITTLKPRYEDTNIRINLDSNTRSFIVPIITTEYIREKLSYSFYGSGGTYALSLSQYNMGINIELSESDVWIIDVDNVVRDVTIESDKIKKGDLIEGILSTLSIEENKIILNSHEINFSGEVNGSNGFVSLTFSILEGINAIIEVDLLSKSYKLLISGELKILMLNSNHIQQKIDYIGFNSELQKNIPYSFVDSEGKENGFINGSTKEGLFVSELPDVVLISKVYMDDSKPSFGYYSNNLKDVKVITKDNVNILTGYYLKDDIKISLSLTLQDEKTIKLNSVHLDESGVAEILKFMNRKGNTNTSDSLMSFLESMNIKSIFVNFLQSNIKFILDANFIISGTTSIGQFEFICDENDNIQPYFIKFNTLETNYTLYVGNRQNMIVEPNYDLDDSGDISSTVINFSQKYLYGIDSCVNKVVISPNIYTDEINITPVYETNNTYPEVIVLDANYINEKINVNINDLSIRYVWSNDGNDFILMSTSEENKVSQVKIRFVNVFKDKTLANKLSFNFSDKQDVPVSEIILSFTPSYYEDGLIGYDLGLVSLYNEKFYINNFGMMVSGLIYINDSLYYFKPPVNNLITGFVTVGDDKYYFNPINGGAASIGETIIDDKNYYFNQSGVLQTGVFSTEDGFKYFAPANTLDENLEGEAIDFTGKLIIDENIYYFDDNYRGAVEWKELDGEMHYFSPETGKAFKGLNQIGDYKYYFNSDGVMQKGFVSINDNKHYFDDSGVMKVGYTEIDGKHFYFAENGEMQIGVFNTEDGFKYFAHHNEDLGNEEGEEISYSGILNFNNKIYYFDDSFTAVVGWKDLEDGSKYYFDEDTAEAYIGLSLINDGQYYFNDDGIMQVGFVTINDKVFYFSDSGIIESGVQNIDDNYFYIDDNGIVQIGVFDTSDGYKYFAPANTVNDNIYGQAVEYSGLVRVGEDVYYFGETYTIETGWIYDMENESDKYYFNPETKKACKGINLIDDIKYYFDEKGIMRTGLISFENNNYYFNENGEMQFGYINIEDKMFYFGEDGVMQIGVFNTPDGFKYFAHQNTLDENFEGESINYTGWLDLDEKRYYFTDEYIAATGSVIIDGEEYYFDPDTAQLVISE
FBA Mtb inh: Mtb FBA enzyme inhibitors, primary screen, biochemical, fluorescence, strain H37Rv; Fructose-bisphosphate aldolase (Mycobacterium tuberculosis (strain ATCC 25618 / H37Rv)), …; purified M. tuberculosis FBA, fluorescence read-out; inhibition, % at 1 µM; 2.3% of 360,000 active; in the data active means inhibition above about 27%;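 further: 0% = vehicle and 100% = reference inhibitor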
* = called active by the depositor.

Screening N#C/C(=C(/O)CSc1n[nH]c(N)n1)c1nc2ccccc2[nH]1 returned PfHsp40 yeast 0.2, Vc quorum ag -0.1, Mtb UGM inh 0.3, GDH-TPI inh 31.6*, FadD28 binding -2.3, Y pestis TopoI -2.2, TcdB inh 0.6 and FBA Mtb inh 3.7.
`CCn1ccnc1CNC(=O)C1CCC(=O)N(Cc2cccc(C(F)(F)F)c2)C1` (stereo unspecified) gave BioA inh 1.1, PfHsp40 yeast -0.4, Vc quorum ag 5.9, Mtb UGM inh -2.7, GDH-TPI inh 5.2, FadD28 binding -4.1, Y pestis TopoI 2.4, TcdB inh 0.8 and FBA Mtb inh 1.5.
Cc1nc(NC(=O)c2ccccc2[N+](=O)[O-])sc1C(=O)N(C)C was read as PfHsp40 yeast 0.1, Vc quorum ag -0.2, Mtb UGM inh -3.2, GDH-TPI inh 12.9, FadD28 binding -0.5, Y pestis TopoI -3.0 and FBA Mtb inh 0.5.
For CCCCOc1ccc(-c2ncc(C(=O)O)c(C)n2)cc1 the results were BioA inh -0.2, PfHsp40 yeast -0.3, Vc quorum ag -0.7, Mtb UGM inh -1.4, GDH-TPI inh -10.1, FadD28 binding -4.8, Y pestis TopoI -1.8 and FBA Mtb inh -2.2.
COc1cc2ncnc(NCc3ccc(F)cc3)c2cc1OC was read as BioA inh -0.7, PfHsp40 yeast -0.5, Vc quorum ag -0.5, Mtb UGM inh 0.6, GDH-TPI inh 15.8, FadD28 binding -2.6, Y pestis TopoI 4.6, TcdB inh 0.6 and FBA Mtb inh -0.2.
`Cc1ccc(-c2nc(CNC(=O)c3ccco3)cs2)cc1` gave BioA inh -0.5, PfHsp40 yeast 1.2, Vc quorum ag -1.6, Mtb UGM inh -0.8, GDH-TPI inh -3.2, FadD28 binding -2.9, Y pestis TopoI 9.9, TcdB inh 1.3 and FBA Mtb inh 1.6.
For Cc1cccc(CNC(=O)Cn2ccc3cc(S(=O)(=O)N4CCCC4)ccc32)c1 the results were BioA inh 0.5, PfHsp40 yeast -0.1, Vc quorum ag inactive, Mtb UGM inh -0.8, GDH-TPI inh -3.5, FadD28 binding -3.4, Y pestis TopoI 5.9, TcdB inh 0.5 and FBA Mtb inh -1.1.
For CC(C)CN(CCOc1cccc(N2C(=O)C3=C(CCCC3)C2=O)c1)CC(C)C the results were PfHsp40 yeast 0.2, Vc quorum ag -0.3, Mtb UGM inh -1.9, GDH-TPI inh -7.9, FadD28 binding -3.9, Y pestis TopoI 23.9 and FBA Mtb inh -0.1.
`CCOC(=O)N1CCN(C(=O)CSCC(=O)Nc2nc(-c3ccc(OC)cc3)cs2)CC1` gave BioA inh 2.3, PfHsp40 yeast 0.0, Vc quorum ag -0.4, Mtb UGM inh 0.2, GDH-TPI inh -1.7, FadD28 binding -0.7, Y pestis TopoI 22.7 and FBA Mtb inh 2.0.
`O=C(Nc1cccnc1)c1cccc(NC(=O)c2ccco2)c1` gave BioA inh 6.4, PfHsp40 yeast -1.6, Vc quorum ag -4.0, Mtb UGM inh -2.5, GDH-TPI inh -7.8, FadD28 binding -4.3, Y pestis TopoI -2.0 and FBA Mtb inh 2.6.
For Cc1cc(C)cc(N(CC(=O)NCC2CCCO2)C(=O)CCC(=O)Nc2nccs2)c1 (stereo unspecified) the results were BioA inh -4.5, PfHsp40 yeast -0.2, Vc quorum ag -6.9, Mtb UGM inh -0.5, GDH-TPI inh -0.4, FadD28 binding -0.6, Y pestis TopoI -17.8, TcdB inh 0.5 and FBA Mtb inh 0.6.
Screening COc1ccc(CCNC(=O)c2cc3cccc(OC)c3oc2=O)cc1OC returned BioA inh 0.9, PfHsp40 yeast 0.0, Vc quorum ag inactive, Mtb UGM inh 1.8, GDH-TPI inh 11.4, FadD28 binding -3.2, Y pestis TopoI 12.5, TcdB inh 2.9 and FBA Mtb inh 0.7.
Screening CNc1c(NS(=O)(=O)c2ccc(OC)cc2)c(=O)oc2ccccc12 returned BioA inh -2.9, PfHsp40 yeast -0.2, Vc quorum ag inactive, Mtb UGM inh 0.2, GDH-TPI inh 10.5, FadD28 binding 0.3, Y pestis TopoI -7.6, TcdB inh 2.6 and FBA Mtb inh 6.2.
`CCOc1cc(C(=O)N(C)CC(=O)Nc2cccc3ccccc23)ccc1OC` gave PfHsp40 yeast -0.1, Vc quorum ag inactive, Mtb UGM inh -2.8, GDH-TPI inh 5.6, FadD28 binding -4.1, Y pestis TopoI -3.0, TcdB inh 0.7 and FBA Mtb inh 0.4.
`O=C(COC(=O)Cc1ccccc1F)NCCc1ccccc1` gave BioA inh 2.4, PfHsp40 yeast 0.7, Vc quorum ag inactive, Mtb UGM inh 2.6, GDH-TPI inh -6.2, FadD28 binding -3.9, Y pestis TopoI -1.2, TcdB inh 2.2 and FBA Mtb inh -3.3.
Cc1nc(SCC(=O)N2CC(=O)Nc3ccccc32)nc(C)c1C was read as PfHsp40 yeast -0.6, Vc quorum ag -0.1, Mtb UGM inh -0.2, GDH-TPI inh -2.2, FadD28 binding -3.9, Y pestis TopoI -8.8, TcdB inh 0.0 and FBA Mtb inh -0.7.
Cc1csc(Nc2cccc3ccccc23)n1 was read as PfHsp40 yeast -0.6, Vc quorum ag -0.4, Mtb UGM inh 0.3, GDH-TPI inh 9.3, FadD28 binding -1.0, Y pestis TopoI -7.1, TcdB inh 0.8 and FBA Mtb inh 0.4.
`C[C@H](CO)N1C[C@H](C)[C@@H](CN(C)C(=O)Nc2ccccc2)Oc2c(NC(=O)Cc3ccccc3)cccc2C1=O` gave BioA inh -1.1, PfHsp40 yeast 0.3, Vc quorum ag inactive, Mtb UGM inh -0.4, GDH-TPI inh 5.0, FadD28 binding 1.4, Y pestis TopoI 4.3 and FBA Mtb inh -1.4.
`Fc1cccc(Cl)c1CSc1nnc(-c2ccncc2)o1` gave BioA inh -1.2, PfHsp40 yeast 0.1, Vc quorum ag -0.6, Mtb UGM inh -2.4, GDH-TPI inh 0.0, Y pestis TopoI 7.8, TcdB inh 0.2 and FBA Mtb inh 3.9.
CC(C)Cc1nnc(NC(=O)CCC(=O)N2CCN(c3ccc(F)cc3)CC2)s1 was read as BioA inh 0.8, PfHsp40 yeast 1.2, Vc quorum ag -0.2, Mtb UGM inh -2.8, GDH-TPI inh 3.0, FadD28 binding -2.2, Y pestis TopoI 11.0, TcdB inh 2.2 and FBA Mtb inh 0.0.
Screening CCN(c1c(C)n(C)n(-c2ccccc2)c1=O)S(C)(=O)=O returned BioA inh -1.0, PfHsp40 yeast -1.0, Vc quorum ag 1.5, Mtb UGM inh 0.1, GDH-TPI inh 11.9, FadD28 binding -2.1, Y pestis TopoI -8.0 and FBA Mtb inh -0.7.
CSc1ccccc1NC(=O)Cn1c(-c2cscn2)nc2ccccc21 was read as BioA inh -1.6, PfHsp40 yeast -0.7, Vc quorum ag -0.3, Mtb UGM inh -0.5, GDH-TPI inh 0.6, FadD28 binding -0.3, Y pestis TopoI 9.5 and FBA Mtb inh -0.4.
For Nc1c(N(Cc2ccco2)C(=O)c2ccc(Br)cc2)c(=O)[nH]c(=O)n1Cc1ccccc1 the results were BioA inh -1.5, PfHsp40 yeast -0.6, Vc quorum ag -0.2, GDH-TPI inh 3.5, FadD28 binding 0.0, Y pestis TopoI 9.3, TcdB inh -0.2 and FBA Mtb inh 2.4.
CC(C)CCN1C(=O)CCC1(C)C(=O)NC1CCCCCC1 (stereo unspecified) was read as BioA inh -1.1, PfHsp40 yeast -1.5, Vc quorum ag -3.7, Mtb UGM inh 1.1, GDH-TPI inh -2.9, FadD28 binding -4.6, Y pestis TopoI 2.6, TcdB inh 1.0 and FBA Mtb inh -2.5.
Screening Cc1c(C2(O)CCCCC2)[nH]c2ccc(C(F)(F)F)cc12 returned BioA inh 2.8, PfHsp40 yeast 287.2*, Vc quorum ag inactive, Mtb UGM inh 5.3, GDH-TPI inh 6.0, FadD28 binding -0.4, Y pestis TopoI -4.4, TcdB inh 2.0 and FBA Mtb inh 3.5.
Screening COc1ccc(OCC(=O)OCC(=O)N2C(C)CCCC2C)cc1 (stereo unspecified) returned BioA inh 0.0, PfHsp40 yeast -0.1, Vc quorum ag 1.1, Mtb UGM inh -2.1, GDH-TPI inh -14.7, FadD28 binding -0.1, Y pestis TopoI 1.6, TcdB inh 0.8 and FBA Mtb inh 2.0.
Screening Cc1ccccc1OCC(=O)N/N=C/c1cccc(Oc2ccc([N+](=O)[O-])cc2[N+](=O)[O-])c1 returned BioA inh -0.6, PfHsp40 yeast 0.1, Vc quorum ag -0.1, GDH-TPI inh 9.9, FadD28 binding -3.3, Y pestis TopoI 14.6 and FBA Mtb inh 3.0.
`COc1ccc(C(=O)N/N=C(\C)c2ccccn2)cc1OC` gave BioA inh -1.8, PfHsp40 yeast -1.8, Vc quorum ag -0.1, Mtb UGM inh 0.2, GDH-TPI inh 5.8, FadD28 binding -4.1, Y pestis TopoI -1.3, TcdB inh 2.6 and FBA Mtb inh 3.1.
COc1ccc(C(C)(O)c2nc(-c3cncnc3)cs2)cc1 (stereo unspecified) was read as BioA inh -1.3, Vc quorum ag -0.6, GDH-TPI inh 8.8, FadD28 binding -2.0, Y pestis TopoI 5.0, TcdB inh 1.7 and FBA Mtb inh 1.5.
`Clc1cccc(CN2CCC(Cc3ccccc3)CC2)c1` gave BioA inh -1.5, PfHsp40 yeast 0.1, Vc quorum ag inactive, Mtb UGM inh 0.9, GDH-TPI inh -9.4, FadD28 binding -4.3, Y pestis TopoI 14.7 and FBA Mtb inh 0.1.

The last three records of the part before open the next one.
`COc1ccc(C(=O)N/N=C(\C)c2ccccn2)cc1OC` gave BioA inh -1.8, PfHsp40 yeast -1.8, Vc quorum ag -0.1, Mtb UGM inh 0.2, GDH-TPI inh 5.8, FadD28 binding -4.1, Y pestis TopoI -1.3, TcdB inh 2.6 and FBA Mtb inh 3.1.
COc1ccc(C(C)(O)c2nc(-c3cncnc3)cs2)cc1 (stereo unspecified) was read as BioA inh -1.3, Vc quorum ag -0.6, GDH-TPI inh 8.8, FadD28 binding -2.0, Y pestis TopoI 5.0, TcdB inh 1.7 and FBA Mtb inh 1.5.
`Clc1cccc(CN2CCC(Cc3ccccc3)CC2)c1` gave BioA inh -1.5, PfHsp40 yeast 0.1, Vc quorum ag inactive, Mtb UGM inh 0.9, GDH-TPI inh -9.4, FadD28 binding -4.3, Y pestis TopoI 14.7 and FBA Mtb inh 0.1.
CC1CCCCC1NC(=O)Cn1cnc2sccc2c1=O (stereo unspecified) was read as BioA inh -3.1, PfHsp40 yeast 0.5, Vc quorum ag inactive, GDH-TPI inh 5.3, FadD28 binding 0.2, Y pestis TopoI -0.1, TcdB inh -0.2 and FBA Mtb inh 1.0.
For Cn1c(SCC(=O)c2ccc(F)cc2)nnc1-c1ccccn1 the results were BioA inh -0.3, PfHsp40 yeast -0.1, Vc quorum ag -0.5, Mtb UGM inh -0.9, GDH-TPI inh 0.0, FadD28 binding -0.6, Y pestis TopoI 8.9, TcdB inh 2.0 and FBA Mtb inh 0.7.
For Cc1[nH]c(=O)[nH]c(=O)c1/C=C/C(=O)OCC(C)C the results were BioA inh -2.1, PfHsp40 yeast -1.2, Vc quorum ag -1.1, Mtb UGM inh -2.7, GDH-TPI inh 12.5, FadD28 binding -2.5, Y pestis TopoI -0.5, TcdB inh 2.8 and FBA Mtb inh 4.0.
Screening CCOC(=O)CC1CCCCN1Cc1nc(-c2ccc(F)c(OC)c2)oc1C (stereo unspecified) returned BioA inh -0.1, PfHsp40 yeast 0.2, Vc quorum ag -0.5, Mtb UGM inh -0.7, GDH-TPI inh 3.1, FadD28 binding -1.2, Y pestis TopoI 19.5 and FBA Mtb inh 0.0.
Screening Nc1c(Cl)ncnc1Nc1ccc(C(=O)O)cc1 returned PfHsp40 yeast 0.4, Vc quorum ag 1.2, GDH-TPI inh 14.7, FadD28 binding 0.4, Y pestis TopoI 5.4, TcdB inh 0.4 and FBA Mtb inh -2.3.
